# PAX8 reporter: lowers PAX8-driven luciferase in RMG-I cells. RMG-I TPO-luciferase reporter, SteadyGlo, 24 h. inhibition, % at 12.6 µM. actives 1.2% (n = 360,000). AID 652154;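 active = mean replicate inhibition at least 60% with every replicate also reaching 60%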;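 note: luciferase light reporting Pax8 driven TPO promoter activity; plate controls were median of neutral control wells for no effect and mitoxantrone controls for full effect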
# PGC1a acetyl inh: PGC1a acetylation modulation, inhibitor mode; U2OS PGC1a acetylation, AlphaScreen anti-acetyl-lysine; with virally co-expressed GCN5 acetyltransferase; inhibition, % at 15.6 µM; actives 0.17% (n = 350,000); AID 651687;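 active = every replicate shows inhibition of at least 40%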;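 note: 0% = neutral control wells and 100% = positive control wells; some results beyond the cut were filed as inactive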
# EWS-Fli block: blocks EWS/Fli oncoprotein-driven transcription; A673 NR0B1-luciferase reporter, viability-normalised; inhibition, % at 12.6 µM; actives 0.67% (n = 350,000); AID 651661;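 active = mean inhibition of at least 50% after viability correction, with every replicate also passing that limit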;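 note: firefly luciferase signal divided by Alamar Blue viability fluorescence both relative to DMSO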
# ERAP1 HTS inh: ERAP1 (human) enzyme inhibition | Q9NZ08 | recombinant ERAP1, Leu-AMC fluorescence, 60 min | inhibition, % at 10.7 µM | actives 0.15% (n = 340,000) | AID 652197;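 active = mean replicate inhibition of at least 30%, or all replicates individually reaching that 30% level; inactive = mean below 30% and not every replicate reaching it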;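 note: 0% = neutral control wells and 100% = L-leucinethiol positive control wells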
# Target sequence (Q9NZ08 whole entry, looked up): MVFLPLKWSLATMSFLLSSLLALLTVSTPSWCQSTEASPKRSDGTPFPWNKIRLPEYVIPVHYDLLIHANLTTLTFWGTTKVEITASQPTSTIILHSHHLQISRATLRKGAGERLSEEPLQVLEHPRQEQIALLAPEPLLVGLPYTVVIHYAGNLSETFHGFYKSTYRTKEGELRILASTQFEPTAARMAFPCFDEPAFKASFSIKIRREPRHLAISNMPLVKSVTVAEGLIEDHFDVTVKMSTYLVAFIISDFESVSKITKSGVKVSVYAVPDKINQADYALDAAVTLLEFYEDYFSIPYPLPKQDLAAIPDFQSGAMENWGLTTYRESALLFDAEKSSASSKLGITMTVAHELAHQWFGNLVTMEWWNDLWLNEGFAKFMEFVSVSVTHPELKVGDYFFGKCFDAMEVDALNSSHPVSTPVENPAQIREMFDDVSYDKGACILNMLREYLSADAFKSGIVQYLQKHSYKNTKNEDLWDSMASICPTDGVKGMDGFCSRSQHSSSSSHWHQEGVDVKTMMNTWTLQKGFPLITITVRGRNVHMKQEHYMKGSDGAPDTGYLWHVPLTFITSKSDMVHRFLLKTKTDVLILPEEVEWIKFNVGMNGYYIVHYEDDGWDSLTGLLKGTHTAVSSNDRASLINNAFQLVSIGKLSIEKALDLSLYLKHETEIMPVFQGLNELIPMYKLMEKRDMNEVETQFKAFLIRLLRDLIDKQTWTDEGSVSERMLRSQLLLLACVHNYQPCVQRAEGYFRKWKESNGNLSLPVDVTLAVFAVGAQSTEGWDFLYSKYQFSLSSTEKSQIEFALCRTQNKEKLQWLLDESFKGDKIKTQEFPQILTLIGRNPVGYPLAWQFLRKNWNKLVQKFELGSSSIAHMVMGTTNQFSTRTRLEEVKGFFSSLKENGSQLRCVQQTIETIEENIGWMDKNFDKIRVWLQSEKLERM
# S100A4 inh HTS: S100A4-myosin IIA interaction inhibition. P26447. S100A4/TAMRA-MyoIIA peptide fluorescence polarization. inhibition, % at 10.7 µM. actives 0.14% (n = 360,000). AID 652163;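 active = mean inhibition of at least 70% across replicates, with every replicate also reaching that level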
# Target sequence (P26447 whole entry, looked up): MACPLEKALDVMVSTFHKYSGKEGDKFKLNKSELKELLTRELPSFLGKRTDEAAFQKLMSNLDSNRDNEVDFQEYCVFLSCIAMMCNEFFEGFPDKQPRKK
#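 incubation = readout 5 min after mixing, signal stable up to 60 min | system = S100A4 monomer protein | buffer or medium = HEPES pH 7.2 with CaCl2, KCl, NaCl, DTT, Triton | benchmarks = neutral control DMSO, positive control TFP | also added = fluorescent myosin IIA peptide, 5 nM | compound dosing = one concentration per compound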
# LGR2 inh: inhibitors of bursicon-induced Drosophila LGR2 receptor cAMP signaling | actives 0.35% (n = 380,000) | AID 720647 | HEK293 LGR2, CRE-luciferase, bursicon-stimulated, 4 h | inhibition, % at 9.99 µM;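 active = drop in luminescence signal, shown as inhibition above about 50% in the replicate tests, limit read from the data, passing the limit was not always enough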;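 note: agonist challenge used bursicon conditioned medium at about half maximal strength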
# FN deposition inh: fibronectin deposition inhibition | AH1F fibroblasts, Alexa488-fibronectin deposition fluorescence, overnight | AID 743247 | inhibition, % at 12.6 µM | actives 0.086% (n = 350,000);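 active = mean inhibition across replicates of 30% or more, regardless of how many single replicates reach that level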;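 note: positive control wells lacked labelled fibronectin entirely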
#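 Assay system: AH1F fibroblasts / Quantity: 10000 cells per well / Medium: DMEM plus 2% serum, read in PBS / Reagent: labelled fibronectin 24 nM / Dosing: single dose, pinned / Times: 1 h cell attachment, overnight exposure to compound and label / Signal: fluorescence, ex 485 nm, em 525 nm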
# PglD inh: PglD (C. jejuni) enzyme inhibition. purified PglD enzyme, DTNB colorimetric CoA detection. inhibition, % at 12.5 µM. actives 0.098% (n = 360,000). AID 602405; in the data active = inhibition above about 16%, passing the limit was not always enough; note: strong numbers were not always called active
# An asterisk follows results filed as active; / = not tested or not shown. This is a random part of the collection (roughly 2.1% active in at least one column).
canonical_smiles,PAX8 reporter,PGC1a acetyl inh,EWS-Fli block,ERAP1 HTS inh,S100A4 inh HTS,LGR2 inh,FN deposition inh,PglD inh
CN1OC[C@@H]2CN(C(=O)c3ccco3)[C@H](c3ccc(-c4ccc(C#N)cc4)cc3)C[C@@H]21,-5,4,-1,2,2,-13,-3,/
Cc1cc(C(=O)NCCCN2CCN(c3cc(Cl)ccc3C)CC2)n(-c2ccccc2)n1,2,-10,7,2,4,15,0,0
CO[C@H]1CN(C)C(=O)c2ccc(NS(C)(=O)=O)cc2OC[C@H](C)N(C(=O)C2CCOCC2)C[C@@H]1C,/,-7,-2,1,1,12,8,3
O=C(CSc1nnc(-c2ccco2)o1)Nc1cccc([N+](=O)[O-])c1,-18,/,-4,-5,2,0,-8,2
Cc1noc(C)c1COc1ccc(C(=O)OCc2nnc(-c3ccc(Cl)cc3)o2)cc1,12,0,/,/,/,/,-6,2
CCCC(=O)N1CCC2(CC1)CN(Cc1ccncc1)[C@@H](CO)c1[nH]c3cc(OC)ccc3c12,-19,1,12,-5,3,-6,/,/
Cc1nnc(C)c2c(C)n(N)c(C)c12,-24,10,-14,-1,1,-10,0,-3
C=CCn1c(O)c(N=Nc2ccccc2O)c2ccccc21,9,/,38,-5,-4,17,-3,1
COC(=O)c1ccc2c(=O)[nH]c(CCl)nc2c1,-1,6,-4,-1,0,-8,-2,4
O=C(c1ccccc1)c1ccc(Oc2ccc([N+](=O)[O-])cc2[N+](=O)[O-])cc1,4,0,9,-1,-1,-2,-6,2
C=CC[N+]1(CC(=O)NCc2ccc(NC(C)=O)cc2)CCOCC1,7,1,-5,-4,-2,-5,-5,/
COc1ccccc1C(=O)Nc1ccccc1C(=O)NCc1ccco1,-6,0,4,-1,-7,-7,/,0
COc1cccc(/C=N/NC(=O)c2ccoc2C)c1,-138,/,-70,2,-4,-19,-10,-5
Cc1cc(C)n(C(=O)c2cccc([N+](=O)[O-])c2)n1,1,16,20,1,0,0,7,-3
Cc1nc2c(ccc3nc(NC(=O)Cc4ccccc4)sc32)s1,-9,4,-69,/,10,-44,16,-2
CC(C)CC#Cc1ccc2c(c1)O[C@H](CN(C)C(=O)C1CCCCC1)[C@@H](C)CN([C@@H](C)CO)S2(=O)=O,/,35,24,-2,2,6,-18,1
Cc1cc(=O)[nH]c(SCC(=O)Nc2nc3c(s2)CCCC3)n1,-20,6,/,/,/,/,-2,5
O=C(c1ccc([N+](=O)[O-])cc1Cl)N1CCN(c2ccccn2)CC1,0,-3,12,-1,0,5,17,/
CC(=O)NCCNC(=O)c1cccc(NS(=O)(=O)c2ccc3c(c2)OCCO3)c1,3,/,1,-1,4,-8,-2,/
O=C(Cc1ccccc1)N1CC2(C1)[C@H](c1ccccc1)[C@@H](CO)N2C(=O)c1cccnc1,-7,3,4,/,/,-4,/,/
CCS(=O)(=O)N[C@H]1C=C[C@@H](CC(=O)NC2Cc3ccccc3C2)O[C@H]1CO,0,-2,9,1,-9,/,/,-2
Cn1c(N)c(C(=O)CCc2ccccc2)c(=O)n(C)c1=O,-155,/,-84,2,-1,-73,13,/
O=C(c1ccc2nc(-c3ccccc3)c(-c3ccccc3)nc2c1)N1CCCCC1,-2,-4,-8,1,-4,3,1,/
Cc1noc(C)c1COC(=O)CCc1ccc(S(=O)(=O)N2CCCCC2)cc1,15,-6,/,/,/,/,1,2
CC(C)N(C(=O)COC(=O)c1ccc(Cl)nc1)C(C)C,-23,/,-23,2,-8,-16,-7,/
N#CC(C#N)=C1c2cc(S(N)(=O)=O)ccc2-c2ccc(S(N)(=O)=O)cc21,-11,15,13,-2,-8,4,-1,-2
Cc1cc(C)cc(Oc2coc3cc(OC(=O)c4cccnc4)ccc3c2=O)c1,0,/,/,/,/,-1,-8,16
C=CCCC1CN(Cc2ccc(OC)cc2)S(=O)(=O)c2c(cccc2N(C)S(=O)(=O)c2ccc(C)cc2)O1 (stereo not given),7,/,4,/,-1,-1,-12,/
O=C(Cc1ccc([N+](=O)[O-])cc1)N1CCc2ccccc2C1,-3,/,2,2,-5,7,1,/
Cc1cc(C(=O)O)n(C(C)(C)C)n1,-5,-1,0,/,-1,-1,1,-3
O=C(CSc1ccc([N+](=O)[O-])cn1)Nc1cc(C(F)(F)F)ccc1N1CCOCC1,9,-3,1,1,1,-1,-1,5
Cc1ccc(S(=O)(=O)NC2CCCC(C(=O)O)C2)cc1 (stereo not given),7,-3,/,/,/,/,1,3
O=C(O)c1cccc(Oc2ccc([N+](=O)[O-])cc2)c1,-10,/,/,/,/,7,11,0
CCCc1cn(CC[C@H]2CC[C@@H](NC(=O)Nc3ccccc3F)[C@H](CO)O2)nn1,0,-6,3,-1,36,12,-1,2
CC1CCC(NC(=O)c2cc(S(=O)(=O)N3CCCCC3)ccc2N2CCOCC2)CC1 (stereo not given),-2,3,9,0,3,-5,-4,1
C[C@H]1CN([C@@H](C)CO)C(=O)c2cccc(NS(=O)(=O)c3ccccc3)c2O[C@H]1CN(C)S(=O)(=O)c1ccc(F)cc1,-1,0,3,/,/,-7,/,-1
C[C@H]1COc2cc(N3CC[C@H](O)C3)ccc2S(=O)(=O)N1,-2,/,-3,/,-3,-10,-10,/
N#CCOc1coc(CN2CCN(c3ccccc3)CC2)cc1=O,4,6,6,4,4,-5,-12,1
C[C@@H]1CN([C@@H](C)CO)C(=O)c2cccc(NC(=O)Nc3ccc(C(F)(F)F)cc3)c2O[C@H]1CN(C)Cc1ccncc1,-1,3,4,-1,11,-1,/,0
O=C(Cn1cccc1C(=O)c1ccccc1)NCCc1ccccc1,8,8,-2,0,-2,-11,-5,4
O=C(Cn1c2c(c(-c3ccccc3)cc1=O)CCCC2)N1CCCCCC1,/,-5,8,1,5,20,9,-1
C[C@H]1CN([C@@H](C)CO)C(=O)c2c(c3ccccc3n2C)-c2ccccc2CO[C@@H]1CN(C)C(=O)Nc1ccc2c(c1)OCO2,-53,-9,-25,2,-6,9,-1,3
C[C@@H]1CCCCO[C@H](CN(C)S(C)(=O)=O)[C@@H](C)CN([C@@H](C)CO)C(=O)c2cc(NC(=O)Nc3ccc(C(F)(F)F)cc3)ccc2O1,26,-3,-11,1,3,-25,/,0
CS(=O)(=O)Nc1ccc2c(c1)[C@@H]1C[C@@H](CC(=O)NCc3ccc(Oc4ccccc4)cc3)O[C@H](CO)[C@@H]1O2,31,-6,53*,-1,-5,-12,9,1
COc1cc(C(=O)NCC2CCCCC2)ccc1OCc1c(C)noc1C,-10,0,3,2,1,8,2,0
CCCNC(=O)Nc1nccs1,-4,-39,/,/,/,/,-4,-2
O=C(C1=C[C@H](c2ccc(C(F)(F)F)cc2)C[C@H](OCc2ccc(CO)cc2)O1)N1CCN(Cc2ccc3c(c2)OCO3)CC1,46,8,6,5,-5,21,-6,2
Cc1cc(C(=O)O[C@H]2[C@H](Cc3ccccc3)NS(=O)(=O)[C@H]3C[C@@H]4C=C[C@]23O4)ccc1[N+](=O)[O-],8,/,5,1,-3,11,-6,4
NS(=O)(=O)c1cc(C(=O)NC2CCSc3ccccc32)ccc1Cl (stereo not given),4,/,-10,6,-3,24,-3,3
COC(=O)CCC(=O)N(C)CC1CCCN(CCc2cccc(C(F)(F)F)c2)C1 (stereo not given),36,-1,6,-3,-26,-4,-1,2
Cc1cc(NS(=O)(=O)c2ccc(NC(=O)c3cnc(Cl)c(Cl)c3)cc2)nc(C)n1,17,-1,5,2,1,-1,-5,2
COc1ccc(NC(=O)CN(C)S(=O)(=O)c2ccc3[nH]c(=O)oc3c2)cc1,-9,/,/,-1,4,-10,-12,0
COc1ccccc1N(CC(=O)NC1CC2CCC1C2)S(=O)(=O)c1ccc(C)cc1 (stereo not given),5,1,/,-2,-2,2,/,3
Cc1ccc(Cn2nnnc2CN2CCC(O)(c3cccnc3)CC2)cc1,0,1,12,-5,-4,12,2,/
CC(C)(C)c1ccc(OCCC(=O)NC2=NCCS2)cc1,9,-6,/,/,/,/,-11,-7
CN(C)S(=O)(=O)c1cccc(C(=O)NCC(C)(C)CNC(=O)c2cccc(S(=O)(=O)N(C)C)c2)c1,-43,/,5,-5,-4,12,1,-1
O=C(O)CSCC(=O)Nc1ccc(-c2nc3ccccc3s2)cc1,-4,2,-17,/,-4,-19,-8,-1
CCOc1ccc(NC(=O)Cn2nnc(-c3ccc(C(N)=O)cc3)n2)cc1S(=O)(=O)N1CCCC1,-57,/,-7,1,0,-15,-1,-1
CC1CCC(NC(=O)CN(C)S(=O)(=O)c2ccc3c(c2)c(=O)n(C)c(=O)n3C)CC1 (stereo not given),10,-7,/,-5,-3,-9,-9,-6
C[C@@H]1CN([C@H](C)CO)C(=O)c2cc(NC(=O)CCN3CCOCC3)ccc2O[C@@H]1CN(C)C(=O)Nc1ccc(C(F)(F)F)cc1,/,11,-1,2,7,-6,/,5

# Going on with the list:
canonical_smiles,PAX8 reporter,PGC1a acetyl inh,EWS-Fli block,ERAP1 HTS inh,S100A4 inh HTS,LGR2 inh,FN deposition inh,PglD inh
CCN(CC)CCN1C(=O)C(=O)/C(=C(/O)c2cccc(OC)c2)C1c1ccccn1 (stereo not given),-26,-13,/,/,/,/,0,-3
COc1ccc(S(=O)(=O)N(C)C[C@@H]2Oc3ccc(NS(=O)(=O)c4c(C)noc4C)cc3C(=O)N([C@H](C)CO)C[C@H]2C)cc1,-3,9,-1,0,4,7,-4,2
COC(=O)c1ccc(CNC(=O)c2ccc3c(c2)S(=O)(=O)N=C2CCCCCN23)cc1,-3,-13,4,5,-2,8,8,-4
Cc1ccc(S(=O)(=O)N2C[C@H](O)COC[C@@H]3O[C@H](CC(=O)NCC4CCCCC4)CC[C@H]32)cc1,4,2,3,2,15,7,-4,1
O=C(CCN1CCCCC1)N[C@H]1C=C[C@H](CC(=O)N2CCC(Cc3ccccc3)CC2)O[C@H]1CO,19,-8,5,-2,2,8,5,0
NC(=O)NCC#Cc1ccc2c(c1)[C@]1(C(=O)N2)[C@H](c2ccc(OCCO)cc2)N2[C@H](c3ccccc3)[C@H](c3ccccc3)OC(=O)[C@H]2[C@@H]1C(=O)O,-24,10,-7,-3,-19,/,/,/
Cc1ccc(S(=O)(=O)Cc2ccc(C(=O)NCCCN3CCN(C)CC3)o2)cc1,10,4,/,/,/,/,10,2
COc1ccc(C#Cc2ccc([C@@H]3[C@H]4CN(C(=O)c5ccncc5)CCCCN4[C@H]3CO)cc2)cc1,-2,2,0,-1,-8,12,/,-6
COc1ccc(CCNC(=O)CCNC(=O)c2ccc(Cl)cc2)cc1OC,-2,/,25,-2,11,2,12,/
c1ccc(-n2c3ccccc3c3ccccc32)cc1,-12,-18,2,/,0,-6,2,7
C[C@H]1CN([C@@H](C)CO)S(=O)(=O)c2ccc(C#Cc3cccnc3)cc2O[C@H]1CN(C)C,/,-5,-5,1,13,-15,9,-2

# Entries shown so far that contain a tert-butyl group (two):
canonical_smiles,PAX8 reporter,PGC1a acetyl inh,EWS-Fli block,ERAP1 HTS inh,S100A4 inh HTS,LGR2 inh,FN deposition inh,PglD inh
Cc1cc(C(=O)O)n(C(C)(C)C)n1,-5,-1,0,/,-1,-1,1,-3
CC(C)(C)c1ccc(OCCC(=O)NC2=NCCS2)cc1,9,-6,/,/,/,/,-11,-7

# Compound activity deposited in PubChem by Broad Institute.
